Diaph inh CS: counter-screen for diaphorase-based assays: diaphorase inhibitors and chemical oxidizers. AID 1217. hit rate 0.69% among 190,000. inhibition, % at 20 µM. diaphorase resazurin-to-resorufin fluorescence, NADH, 16 min; bacterial (C. kluyveri) enzyme, not human;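 active means primary screen inhibition at 20 µM above a set limit, cut at about 50% in these data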;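 further: plate controls were DMSO with full reaction for no effect and wells lacking NADH for full effect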
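Assay system – diaphorase enzyme from Clostridium kluyveri · Amount – diaphorase 0.14 U/mL (working solution) · Times – reaction incubation of 16 min at room temperature · Controls – No-NADH positive control and DMSO neutral control · Signal – resorufin fluorescence 544/590 nm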
G6PDH counter: L. mesenteroides G6PDH inhibition counter-screen | Purified L. mesenteroides G6PDH, diaphorase/resazurin coupled fluorescence, 45 min | inhibition, % at 5 µM | hit rate 0.12% among 200,000; in the data active means inhibition above about 50%
Diaph act CS: counter-screen for diaphorase-based assays: diaphorase activators and chemical reducers | Diaphorase/resazurin coupled assay, resorufin fluorescence, 16 min; active compounds read high; 1 = vehicle wells, 0 = NADH-free wells | activation factor at 20 µM | hit rate 0.005% among 190,000;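 active means diaphorase activity raised at least twofold by the compound at 20 µM; inactive means activation factor below 2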
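Material: Clostridium kluyveri diaphorase, purified enzyme; Quantity: enzyme 0.07 U/mL final; Medium: HEPES pH 7.4 buffer with MgCl2 and Tween 20; Dosing: single compound dose of 20 µM, 1% DMSO final; Schedule: 16 min reaction at room temperature; Measured by: red resorufin fluorescence at 544/590 nm excitation/emission.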
STAT3 act: STAT3 signaling activation | AID 871 | hit rate 0.91% among 190,000 | activation (% of control), % at 5.6 µM | U3A cells, IL-6 STAT3-luciferase reporter, luminescence; 100% = signal with IL-6 EC80 alone;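 active means activation above the screen-wide mean of compound activation plus 3 SD, cut at about 130% in these data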;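 further: 0% = background luminescence of wells with medium and substrate only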
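Detection: reporter luminescence signal / Assay system: STAT1-lacking human U3A cells, STAT3 luciferase reporter / Incubation: compound pre-incubation 1 h before IL-6, then 6 h stimulation at 37 °C / Control set: IL-6-only high control / Read-out: % activation relative to IL-6 control / Probe or stimulus: Interleukin-6, 33 ng/mL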
Hsp70 act: transcriptional activators of Hsp70 | HeLa Hsp70 promoter luciferase reporter, luminescence; scaled: vehicle 0, proteasome-inhibitor control 100% | activation, % at 10 µM | hit rate 0.04% among 200,000 | AID 1203;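 active means activation above the mean across all tested compounds plus 3 SD, cutoff set per campaign, cut at about 5.5% in these data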;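 further: 100% = MG132 at 30 µM as the positive control and 0% = DMSO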
STAT1 inh: STAT1 signaling inhibition; NIH 3T3 STAT1-luciferase reporter, IFN-gamma, luminescence; inhibition, % at 5.5 µM; hit rate 0.35% among 200,000; AID 920;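 active means inhibition above a set limit, the mean inhibition across all tested compounds plus 3 SD, cut at about 34% in these data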;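 further: 0% = IFN-gamma with DMSO and 100% = IFN-gamma with 300 µM nifuroxazide; values of inactives mirror those of a sister screen read the other way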
STAT3 inh: reduces IL-6 driven STAT3 reporter signal; U3A cells, IL-6 STAT3-luciferase reporter, luminescence; host cell line lacks STAT1; hit rate 0.89% among 190,000; inhibition, % at 5.5 µM;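 active means inhibition above the mean inhibition across all screened compounds plus 3 SD, cut at about 44% in these data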;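 further: 0% = DMSO only wells and 100% = 100 µM nifuroxazide control wells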
APP transl inh: APP translation inhibition; hit rate 0.82% among 190,000; inhibition, % at 2 µM; SH-SY5Y APP 5'UTR-luciferase reporter, luminescence; AID 1285;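 active means inhibition above a set limit, derived from the sample mean plus 3 SD, cut at about 45% in these data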; further: values of inactives mirror those of a sister screen read the other way
STAT1 act: STAT1 signaling activation; activation (% of control), % at 5.5 µM; NIH 3T3 STAT1-luciferase reporter, IFN-gamma, luminescence; 100% = IFN-gamma alone, no compound; AID 932; hit rate 2.6% among 200,000;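 active means activation above the screen-wide mean activation plus 3 SD, cut at about 130% in these data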;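 further: raw ratio to IFN-gamma control signal so 100% means no change and 0% no light; values of inactives mirror those of a sister screen read the other way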
TLR4-MyD88 BLA: TLR4-MyD88 interaction inhibition in cells; HeLa CL3-4 TLR4/MyD88 BLA complementation, FRET ratio; O00206+Q99836; AID 861; hit rate 0.18% among 200,000; inhibition, % at 8.4 µM; in the data active means inhibition above about 25%;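 further: 0% = vehicle and 100% = reference inhibitor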
Target sequence (O00206 whole entry, looked up): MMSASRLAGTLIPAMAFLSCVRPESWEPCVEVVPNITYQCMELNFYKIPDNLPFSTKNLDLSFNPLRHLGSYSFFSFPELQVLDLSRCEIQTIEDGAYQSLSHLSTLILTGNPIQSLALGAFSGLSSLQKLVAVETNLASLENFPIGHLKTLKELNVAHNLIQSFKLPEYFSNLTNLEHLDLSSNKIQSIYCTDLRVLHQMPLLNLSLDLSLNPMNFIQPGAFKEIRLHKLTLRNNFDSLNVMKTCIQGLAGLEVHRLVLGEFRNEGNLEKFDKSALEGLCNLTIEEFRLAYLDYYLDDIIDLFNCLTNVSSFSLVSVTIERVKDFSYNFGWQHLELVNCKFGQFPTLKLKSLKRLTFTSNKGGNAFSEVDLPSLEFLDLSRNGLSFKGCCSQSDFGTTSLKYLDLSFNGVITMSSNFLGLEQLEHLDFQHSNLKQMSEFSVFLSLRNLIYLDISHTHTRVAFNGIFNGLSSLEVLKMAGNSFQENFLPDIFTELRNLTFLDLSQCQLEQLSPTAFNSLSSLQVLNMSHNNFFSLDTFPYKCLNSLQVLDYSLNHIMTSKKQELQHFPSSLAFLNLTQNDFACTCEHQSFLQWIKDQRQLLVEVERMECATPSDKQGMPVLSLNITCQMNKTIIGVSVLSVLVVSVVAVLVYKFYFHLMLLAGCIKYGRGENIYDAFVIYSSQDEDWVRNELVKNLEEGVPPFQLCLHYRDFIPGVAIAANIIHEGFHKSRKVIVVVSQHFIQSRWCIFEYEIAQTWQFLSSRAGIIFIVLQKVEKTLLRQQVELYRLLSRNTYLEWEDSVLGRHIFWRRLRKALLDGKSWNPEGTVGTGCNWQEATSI
Target sequence (Q99836 whole entry, looked up): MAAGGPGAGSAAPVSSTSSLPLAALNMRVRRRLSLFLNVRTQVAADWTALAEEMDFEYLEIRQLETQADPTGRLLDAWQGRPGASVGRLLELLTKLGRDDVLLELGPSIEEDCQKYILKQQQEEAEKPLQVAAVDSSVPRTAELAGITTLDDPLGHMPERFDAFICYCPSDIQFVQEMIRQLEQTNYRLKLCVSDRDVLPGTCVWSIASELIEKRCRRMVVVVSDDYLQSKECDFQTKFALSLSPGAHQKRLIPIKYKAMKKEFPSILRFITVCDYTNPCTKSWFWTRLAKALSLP
* = called active by the depositor; nt = not tested or not shown.

SMILES	Diaph inh CS	G6PDH counter	Diaph act CS	STAT3 act	Hsp70 act	STAT1 inh	STAT3 inh	APP transl inh	STAT1 act	TLR4-MyD88 BLA
COc1cccc(OCc2nnc(SCC(=O)NCc3ccco3)n2C)c1	1	1	1	95	-0.2	8	10	3	93	0
Cc1c(/C=C/C(=O)c2cccs2)cnn1C	17	-4	0.8	98	0.0	-8	6	-11	104	1
CCOC(=O)c1ccc(NC(=O)C(=O)NCC2CCCO2)cc1 (centres undefined)	-6	7	1.1	104	0.3	-6	0	-32	106	14
COCCNC(=O)CN1CCN(Cc2cccc(Cl)c2)C1=O	6	-8	0.9	101	0.0	4	4	-8	97	-10
CC(C)c1cc(NCc2ccccn2)n2c(nc3ccccc32)c1C#N	9	-1	0.9	81	-0.1	-4	26	9	102	-23
CCN(CC)CCN(C(=O)c1c(F)cccc1F)c1nc2cc(C)cc(C)c2s1	1	-5	1	98	0.5	-1	14	-15	100	3
COc1ccc(NC(=O)CN2CCN(C3c4ccccc4-c4ccccc43)CC2)c(OC)c1	19	4	0.8	99	-0.5	-6	3	2	105	5
COc1ccc(-n2c(SC(CN3CCCCC3)CN3CCCC3=O)nc3ccccc3c2=O)cc1 (centres undefined)	18	8	0.8	96	-0.5	2	15	-5	98	-9
COc1ccccc1-c1nc(-c2ccc(Br)o2)no1	16	11	0.8	159*	0.1	-63	-58	-218	157*	-9
Cc1ccc(C(=O)N2CCN(c3ccc([N+](=O)[O-])c(NCc4cccnc4)c3)CC2)cc1	30	5	0.7	88	-0.5	3	17	2	97	-19
O=C(CCc1nnc(CCCCc2ccccc2)o1)NC(c1cccnc1)C(F)(F)F (centres undefined)	8	4	0.9	104	0.0	17	0	-4	84	-10
COc1cc(Br)c(CCNC(=O)c2ccco2)cc1OC	21	-1	0.8	100	0.1	5	5	0	94	-7
O=C(O)c1ccc(SCc2cnc(Cl)s2)cc1	9	-2	0.9	97	-0.4	-1	7	-8	101	4
Cc1ccccc1NC(=S)NC1(C)CCS(=O)(=O)C1 (centres undefined)	5	1	0.9	99	-0.3	3	3	-10	97	9
CCOCC(=O)Nc1cc(C(=O)Nc2cccc(C)c2C)ccc1Cl	-9	4	1.1	90	-0.1	-12	19	11	111	0
CCn1cc(C(=O)O)c(=O)c2cc(F)c(N3CCN(C(=O)Nc4ccccc4)CC3)cc21	21	-25	0.8	108	-0.2	11	-6	-6	90	4
O=C(NCCc1ccc(Cl)cc1)C1CCN(S(=O)(=O)N2CCCC2)CC1	11	-3	0.9	100	-0.1	-6	5	6	106	-8
CCCCc1nnc(NC(=O)C=C(C)C)s1	9	9	0.9	95	-0.2	0	12	-14	100	-5
COc1cccc(NC(=O)c2nn(C34CC5CC(CC(C5)C3)C4)cc2[N+](=O)[O-])c1	12	1	0.9	100	0.0	-1	5	-11	101	-3
Cc1cc(O)c(/C=N/OCc2ccc(Cl)cc2Cl)c(=O)o1	3	2	1	101	-0.4	2	3	-11	96	-3

Part of the list above in order of molecular weight, lowest first:
SMILES	Diaph inh CS	G6PDH counter	Diaph act CS	STAT3 act	Hsp70 act	STAT1 inh	STAT3 inh	APP transl inh	STAT1 act	TLR4-MyD88 BLA
Cc1c(/C=C/C(=O)c2cccs2)cnn1C	17	-4	0.8	98	0.0	-8	6	-11	104	1
COc1ccccc1-c1nc(-c2ccc(Br)o2)no1	16	11	0.8	159*	0.1	-63	-58	-218	157*	-9
Cc1cc(O)c(/C=N/OCc2ccc(Cl)cc2Cl)c(=O)o1	3	2	1	101	-0.4	2	3	-11	96	-3

No new results follow: entries from further up.
SMILES	Diaph inh CS	G6PDH counter	Diaph act CS	STAT3 act	Hsp70 act	STAT1 inh	STAT3 inh	APP transl inh	STAT1 act	TLR4-MyD88 BLA
COc1cccc(OCc2nnc(SCC(=O)NCc3ccco3)n2C)c1	1	1	1	95	-0.2	8	10	3	93	0
Cc1c(/C=C/C(=O)c2cccs2)cnn1C	17	-4	0.8	98	0.0	-8	6	-11	104	1
CCOC(=O)c1ccc(NC(=O)C(=O)NCC2CCCO2)cc1 (centres undefined)	-6	7	1.1	104	0.3	-6	0	-32	106	14
COCCNC(=O)CN1CCN(Cc2cccc(Cl)c2)C1=O	6	-8	0.9	101	0.0	4	4	-8	97	-10
CC(C)c1cc(NCc2ccccn2)n2c(nc3ccccc32)c1C#N	9	-1	0.9	81	-0.1	-4	26	9	102	-23
CCN(CC)CCN(C(=O)c1c(F)cccc1F)c1nc2cc(C)cc(C)c2s1	1	-5	1	98	0.5	-1	14	-15	100	3
COc1ccc(NC(=O)CN2CCN(C3c4ccccc4-c4ccccc43)CC2)c(OC)c1	19	4	0.8	99	-0.5	-6	3	2	105	5
COc1ccc(-n2c(SC(CN3CCCCC3)CN3CCCC3=O)nc3ccccc3c2=O)cc1 (centres undefined)	18	8	0.8	96	-0.5	2	15	-5	98	-9
COc1ccccc1-c1nc(-c2ccc(Br)o2)no1	16	11	0.8	159*	0.1	-63	-58	-218	157*	-9
Cc1ccc(C(=O)N2CCN(c3ccc([N+](=O)[O-])c(NCc4cccnc4)c3)CC2)cc1	30	5	0.7	88	-0.5	3	17	2	97	-19
O=C(CCc1nnc(CCCCc2ccccc2)o1)NC(c1cccnc1)C(F)(F)F (centres undefined)	8	4	0.9	104	0.0	17	0	-4	84	-10
COc1cc(Br)c(CCNC(=O)c2ccco2)cc1OC	21	-1	0.8	100	0.1	5	5	0	94	-7

New compounds follow
SMILES	Diaph inh CS	G6PDH counter	Diaph act CS	STAT3 act	Hsp70 act	STAT1 inh	STAT3 inh	APP transl inh	STAT1 act	TLR4-MyD88 BLA
COc1ccc(C2=Nn3c([n+](C)c4ccccc43)SC2)cc1	7	10	0.9	70	-0.3	35*	37	13	66	15
COCCCNC(=O)c1cccn2c(=O)c3cc4ccccc4cc3nc12	15	28	0.9	90	-0.1	-19	15	-110	118	-3
COc1ccc2nc(NC(=O)C3CCCN3S(=O)(=O)c3ccc(C)cc3)sc2c1 (centres undefined)	11	3	0.9	102	-0.4	0	3	-12	100	0
CSCCC(NS(=O)(=O)c1cc(C(=O)O)ccc1Cl)C(=O)O (centres undefined)	16	3	0.8	101	-0.3	-1	0	16	100	0
COc1cccc(OCC(=O)NC2CCCCC2)c1	2	2	1	100	-0.6	-4	3	-14	103	-11
O=C(NC1CCCC1)C(c1cccs1)N(CC1CCCO1)C(=O)Cc1cccs1 (centres undefined)	19	4	0.8	98	-0.3	9	6	-2	92	5
COc1cc(C)c(Br)cc1S(=O)(=O)NCCCN1CCOCC1	-4	8	1	91	-0.2	3	15	13	96	-19
CC1(C)NC(=O)N(CC(O)Cn2c3ccccc3c3ccccc32)C1=O (centres undefined)	nt	12	nt	109	-0.1	-11	-9	-14	108	-4
COC(=O)CNC(c1ccccc1Cl)c1cc(Br)ccc1NC(=O)CCN1CCOCC1 (centres undefined)	6	6	0.9	104	0.0	1	3	-7	99	-3
COC(=O)c1sc(-c2ccccc2)cc1NC(=O)C1CC1	2	-1	1	103	-0.4	2	7	-13	96	-19
O=C(CCc1nnc(COc2ccccc2)o1)NCc1ccc(Cl)s1	14	10	0.9	96	-0.2	-9	15	14	108	3
O=C(O)c1ccc(C2SCC(=O)N2Cc2ccco2)cc1 (centres undefined)	nt	8	nt	104	-0.1	11	1	-19	90	-5
O=C(CSc1nnc(-c2cccnc2)n1Cc1ccco1)c1ccc(Cl)cc1	16	15	0.8	95	-0.5	2	11	-2	98	4
Cn1c(SCCC(=O)O)nnc1-c1ccncc1	0	-3	1	100	0.4	2	3	-20	95	10
CCN(CC)C(=O)c1sc(NC(=O)Cc2ccc(OC)cc2)c(C#N)c1C	4	6	1	115	0.0	-9	-16	-7	108	4
CC(C)S(=O)(=O)C1=NSC2=NC(=O)/C(=C\c3ccc(-c4cccc(C(=O)O)c4)o3)C(=N)N21	74*	13	0.3	103	-0.2	-4	0	-19	102	-3
CC1=NOC(=O)/C1=C\c1ccc2c(c1)OCO2	6	3	0.9	108	-0.2	-5	-8	16	102	2
COc1ccc(S(N)(=O)=O)cc1C(=O)N1CCCC1	1	0	1	102	-0.1	3	-3	4	98	-3
CCCOc1ccc(/C=c2\sc3nc(-c4ccco4)nn3c2=O)cc1OCC	10	-56	0.9	107	-0.1	-9	-5	-1	109	4
O=S(=O)(NCC1CCCO1)c1ccc(S(=O)(=O)N(Cc2ccccc2F)C2CCCCC2)cc1 (centres undefined)	nt	nt	nt	110	-0.1	1	-8	8	99	5
CCOC(=O)c1[nH]c(=O)[nH]c1COC(=O)c1cc2ccccc2o1	19	8	0.8	96	-0.5	8	8	9	93	13
CCN1C(=O)C(O)(CC(=O)c2cccc(-n3cccc3)c2)c2ccccc21 (centres undefined)	23	22	0.8	96	-0.3	-1	9	-14	100	-4
O=C(Nc1cccn2ncnc12)c1ccc(Cl)cc1	-11	2	1.1	81	0.1	-7	29	5	106	1
Cc1cccc(C(=O)NC2CCN(CC(=O)N3CCOCC3)CC2)c1	7	-4	0.9	96	0.2	2	10	-9	98	2
Cc1ccnc(NC(=O)c2cccc(NC(=O)COc3ccccc3)c2)c1	4	1	1	90	-0.2	-22	17	-5	120	-18
Cc1noc(NS(=O)(=O)c2ccc(NC(=O)CCn3c(=O)oc4ccccc43)cc2)c1C	4	12	1	96	-0.1	1	5	12	100	0
COc1cccc(N2CCN(c3c4c(nc5ncnn35)CCC4)CC2)c1	17	5	0.8	56	-0.3	8	56*	6	93	-4
COc1ccc(-c2noc(-c3ccccc3C(=O)NCc3ccco3)n2)cc1	24	0	0.8	98	-0.1	2	5	-13	98	-9
Cc1cc(C)nc(NS(=O)(=O)c2ccc(NC(=O)c3ccco3)cc2)n1	2	8	1	100	-0.3	-4	2	0	104	-5
CCCC(=O)Nc1c2c(nn1-c1ccc(OC)cc1)CS(=O)C2 (centres undefined)	6	-1	0.9	104	-0.2	-3	-1	-11	103	-15
COc1cc(C(=O)Nc2cccc(-c3nc4cc(C)cc(C)c4o3)c2)cc(OC)c1OC	17	3	0.8	101	-0.1	-13	0	-12	111	1
CSCCC(NC(=O)c1ccccc1)C(=O)NC1CC1 (centres undefined)	-5	4	1	104	-0.4	3	0	3	97	-10
CCOCCCn1c(SCC(=O)NC(C)(C)C)nc2ccccc2c1=O	-2	15	1	101	-0.3	2	4	12	99	0
Cc1c(C)c2ccc(OCc3ccc(C(=O)O)o3)c(C)c2oc1=O	11	7	0.9	68	-0.3	26	38	-4	76	2
Cc1ccc(-c2nnc(SCC#CCOC(=O)c3cccs3)o2)cc1	13	-1	0.9	105	-0.1	-6	-6	-13	106	-7

Compound activity from PubChem BioAssay.
